Screens (PubChem)
GoLoco inh red – RGS12 GoLoco-Gai1 interaction inhibition; 0.44% of 230,000 active; Potency, µM (titrated, usually from 61.6 µM), for inactives: at the highest dose activity, negative = inhibition, hits mostly inhibitors; Gai1:RGS12 GoLoco peptide FP, rhodamine, 10 min; AID 880; P63096; active means well fitted inhibition curve with a large enough effect, not every such curve was filed as active; inactive means no such curve, though single readings can be large or run the other way; further: on the % scale 0 is the no-effect control and ±100 the full control effect; nearly all actives have a fitted effect of over 30% in size; many of its hits are not listed in these tables
Epigenetic derep – regulators of epigenetic silencing causing reporter derepression in mouse cells. murine LDR cells, GFP reporter derepression, 30 h. Potency, µM (titrated, usually from 53.9 µM), without a hit: at the top dose GFP activation, actives largely listed as activators. 0.2% of 280,000 active; further: % of control where 0% means no effect; nearly all actives have a fitted effect of over 60% in size
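In this reporter-derepression format, murine cells bearing a silenced integrated CMV-GFP locus incubate with test compound (30 h, 37 C), then are washed and imaged; fluorescent objects of 20–120 um count as induced cells.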
NPSR antag – blocks cAMP signaling of the human neuropeptide S receptor; CHO-NPSR cells, cAMP TR-FRET, antagonist mode; Potency, µM (series often up to 38.3 µM), for inactives: top-dose activity change, negative = inhibition, hits mostly inhibitors; 1% of 220,000 active; further: on the % scale 0 is the no-effect control and ±100 the full control effect; nearly all actives have a fitted effect of over 50% in size; many of its hits are not listed in these tables
Target sequence (Q6W5P4 whole entry, looked up): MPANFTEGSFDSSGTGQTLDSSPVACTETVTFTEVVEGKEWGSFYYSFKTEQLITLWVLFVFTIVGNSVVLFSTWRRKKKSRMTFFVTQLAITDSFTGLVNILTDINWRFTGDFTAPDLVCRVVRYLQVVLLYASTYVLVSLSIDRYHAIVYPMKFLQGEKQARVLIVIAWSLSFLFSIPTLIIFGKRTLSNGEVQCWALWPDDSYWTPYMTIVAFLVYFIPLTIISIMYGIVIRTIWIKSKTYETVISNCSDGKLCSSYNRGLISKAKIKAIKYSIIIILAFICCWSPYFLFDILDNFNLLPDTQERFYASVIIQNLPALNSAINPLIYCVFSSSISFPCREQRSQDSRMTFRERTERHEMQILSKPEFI
SMN2 splice enh – enhancers of SMN2 splice variant expression; Potency, µM (series often up to 46.1 µM), for the others: top-dose activity change, positive = activation, hits mostly activators; HEK293 SMN2-luciferase splicing reporter, luminescence, 30-36 h; AID 1458; 2.8% of 210,000 active; further: % of control where 0% means no effect; nearly all actives have a fitted effect of over 55% in size
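HEK293 cells carry an SMN2 minigene-luciferase reporter in which exon 7 inclusion puts luciferase in frame. Cells were seeded at 2000 cells/well, attached for 10-12 hours, then exposed to compounds for 30-36 hours at 37C before ONE-Glo luminescence.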
IMPase Li inh – IMPase inhibition in cells with lithium potentiation; CHO-M1 cells, IP1 TR-FRET (IP-One), carbachol + lithium; 0.35% of 210,000 active; Potency, µM (highest dose often 59.4 µM), without a hit: top-dose activity, negative = IMPase inhibition, actives largely listed as inhibitors; AID 1457;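 further: IP1 builds up when IMPase is blocked and the TR-FRET signal falls; plate controls were basal vehicle for no effect and high inhibitor control for full effect; nearly all actives have a fitted effect of over 50% in size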
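Concentration–response in CHO-M1 cells, lithium-potentiated; 30 min at 37C. IP1 detected by competitive TR-FRET after 10 min lysis at RT. Hill-fitted AC50.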
KinaseGlo FLuc – blocks Kinase-Glo luciferase, a counter-screen artifact | Q27757 | Kinase-Glo luciferase, ATP luminescence, 8 min | Potency, µM (highest dose often 38.3 µM), without a hit: top-dose activity change, negative = inhibition, actives largely listed as inhibitors | 0.28% of 200,000 active | AID 1379; further: on the % scale 0 is the no-effect control and ±100 the full control effect; nearly all actives have a fitted effect of over 60% in size
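Recombinant Kinase-Glo luciferase, 10 uM ATP (linear range), luciferin; imidazole pH 7.2 / KCl / MgCl2 / Tween / BSA buffer; 8 min RT; luminescence.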
KDM4E inh – JMJD2E (human) inhibition; JMJD2E catalytic domain, FDH-coupled NADH fluorescence (FDH is formaldehyde dehydrogenase); Potency, µM (highest dose often 57.1 µM), for the others: at the top dose activity change, negative = inhibition, actives largely listed as inhibitors; 1.6% of 230,000 active; AID 2147; active means well fitted inhibition curve with a large enough effect, not every such curve was filed as active; inconclusive means small, poorly fitted or top-dose-only effect, or another doubt; inactive means no such curve, though single readings can be large or run the other way;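 further: 0% = wells with enzyme and -100% = buffer wells without enzyme; nearly all actives have a fitted effect of over 50% in size; many of its hits are not listed in these tables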
RECQ1 helicase – blocks DNA unwinding by human RECQ1; 0.54% of 240,000 active; P46063; Potency, µM (titrated, usually from 57.3 µM), inactives show top-dose activity, negative = inhibition, usual class: inhibitors; RECQ1 DNA unwinding, red fluorescence kinetic read; AID 2549;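 further: plate controls were vehicle for no effect and no enzyme for full effect; nearly all actives have a fitted effect of over 30% in size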
Target sequence (P46063 whole entry, looked up): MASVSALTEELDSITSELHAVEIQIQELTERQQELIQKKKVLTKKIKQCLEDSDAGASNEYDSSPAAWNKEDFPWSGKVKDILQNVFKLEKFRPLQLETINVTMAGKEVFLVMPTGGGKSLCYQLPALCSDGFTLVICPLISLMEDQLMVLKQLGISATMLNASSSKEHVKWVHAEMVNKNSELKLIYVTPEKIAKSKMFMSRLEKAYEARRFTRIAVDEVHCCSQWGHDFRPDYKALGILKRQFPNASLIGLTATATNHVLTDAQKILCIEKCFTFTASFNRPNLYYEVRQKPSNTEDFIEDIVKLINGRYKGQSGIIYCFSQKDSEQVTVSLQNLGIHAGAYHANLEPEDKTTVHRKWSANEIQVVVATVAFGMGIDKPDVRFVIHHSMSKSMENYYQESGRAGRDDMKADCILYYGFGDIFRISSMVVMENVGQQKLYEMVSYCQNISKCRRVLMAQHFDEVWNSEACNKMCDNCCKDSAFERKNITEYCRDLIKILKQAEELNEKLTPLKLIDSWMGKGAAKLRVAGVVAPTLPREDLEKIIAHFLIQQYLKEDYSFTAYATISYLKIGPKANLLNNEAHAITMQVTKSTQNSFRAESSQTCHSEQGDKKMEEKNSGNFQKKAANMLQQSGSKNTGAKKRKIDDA
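50 nM RECQ1T1 preincubated 15 min with compound in Tris pH 8.0 buffer with MgCl2, DTT, Tween-20 and 2.5 ug/ml poly(dI-dC); started with 200 nM TAMRA/BHQ-2 forked duplex and 2 mM ATP. Unwinding read as fluorescence (525/598 nm), two reads 2 h apart.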
* hit, by the source's call; i = inactive; ? = inconclusive; . = not tested or not shown; [ ] = remark or other dose. Unless noted, the call rests on the fitted dose curve; in most records, active means well fitted curve in the direction sought with a large enough effect; inconclusive means small, poorly fitted or top-dose-only effect, or another doubt; inactive means no such curve, though single readings can be large; an effect the other way counts as inactive or inconclusive. Potency means the concentration at half of the fitted maximal effect. Not all compounds are listed; the hit share may differ from the screen's.

SMILES	GoLoco inh red	Epigenetic derep	NPSR antag	SMN2 splice enh	IMPase Li inh	KinaseGlo FLuc	KDM4E inh	RECQ1 helicase
COc1cc(-c2nn3c(-c4cccc(C)c4)nnc3s2)cc(OC)c1OC	-2%	-1.0%	-26%[46.1 µM]	.	28%[38.3 µM]	2%	15%	-3%
CCn1cc(C(=O)NCc2cccs2)c(=O)c2ccc(C)nc21	-10%	0.0%	?	-17%	-16%[38.3 µM]	3%	0%	1%
CCCCSCc1ccc(C(=O)O)o1	7%	-1.0%	1%[46.1 µM]	8%	-6%	2%	-3%	-6%
COC(=O)c1ccc(-n2cncn2)c(F)c1	0%	-3.3%	4%[46.1 µM]	-14%	-3%[38.3 µM]	3%	7%	-4%
Cc1nc2cccc(C(=O)NC3CCCCC3)c2o1	11%	4.3%	3%[46.1 µM]	1%	14%[38.3 µM]	0%	?	0%
Cc1cccc(CSc2cccc3cccnc23)c1	6%	1.1%	3.2µM*	4%	-5%[38.3 µM]	-9%	?	-11%
FC(F)(F)c1cccc(OCc2nnc3n2CCC3)c1	4%	-3.4%	8%	10%	3%	2%	3%	1%
O=C(Cn1cnc2ccccc2c1=O)c1ccccc1	6%	-1.1%	-5%[46.1 µM]	?	6%	1%	0%	-1%
O=P(O)(O)O[C@@H]1[C@H](O)[C@H](O)[C@@H](OP(=O)(O)O)[C@H](OP(=O)(O)O)[C@H]1O	-14%	3.7%	.	.	-7%	0%[39.9 µM]	.	i
COc1cc(NC(=O)c2cccs2)c(C(=O)OCC(=O)NC(=O)NC(C)(C)C)cc1OC	6%	-3.4%	-7%[46.1 µM]	-14%	12%[38.3 µM]	0%	-3%	-9%
Cc1ccc(N2C(=O)C(Cl)=C(N3CCOCC3)C2=O)cc1Cl	-5%	-0.9%	-6%	4%	2%	3%	0%	-6%
Cc1cc(N)n(Cc2cccs2)n1	10%	-3.9%	-7%	.	-1%	-3%	8%	i
Cc1ccccc1C(=O)Nc1ccc(N2CCOCC2)nc1	-4%	-1.9%	-8%[46.1 µM]	9%	-4%[38.3 µM]	-4%	-5%	-1%
CC1CN(C(=O)c2ccc(Oc3ccccc3)cc2)CC(C)O1 (stereo unspecified)	-3%	2.4%	-1%	-20%	-2%	2%	3%	-2%
O=C(N/N=C/c1ccccc1)NC1CCCCC1	0%	-1.1%	-2%	26%	2%	-1%	1%	-15%
COc1ccc(C2=Nn3c(nnc3-c3ccccc3OC)SC2)cc1OC	-5%	-1.1%	?	-6%	-4%[38.3 µM]	0%	0%	16%
COc1ccc(-c2cn3cccnc3n2)cc1NC(=O)CC(C)C	3%	-1.2%	-2%[46.1 µM]	16%	-20%[38.3 µM]	-4%	?	-1%
CCC(CC)C(=O)Nc1ccc(S(=O)(=O)Nc2nccs2)cc1	7%	3.2%	1%	9%	-2%	-4%	9%	17%
O=C(CCN1CCOCC1)NNC(=S)NC(=O)c1ccccc1	2%	-1.5%	6%	-18%	-6%	1%	?	-6%
C=C1CCC2C(CC2(C)C)C(=O)CCC1O (stereo unspecified)	6%	-0.1%	.	-4%	1%	-2%	-8%	-7%
COc1cc(NC(=O)c2ccccc2C)c(OC)cc1NC(=O)CN1CCOCC1	13%	5.2%	1%	.	6%	3%	-4%	11%
Cc1cccc(N2C(=O)CN(Cc3sccc3C)C2=S)c1	8%	0.0%	-6%	2%	5%	3%	-5%	-15%
CCN(Cc1ccncc1)C(=O)c1ccccc1NS(=O)(=O)c1ccc(Br)cc1	15%	-1.0%	-33%	.	.	.	-4%	-1%
CCNC(=O)CN1C(=O)NC2(CCCCCC2)C1=O	4%	-4.6%	-7%[46.1 µM]	0%	-26%[38.3 µM]	0%	6%	-7%
CC(C)OC(=O)C1=C(N)N2C(=O)CSC2=C(C(=O)OC(C)C)C1	36%[activator]	-0.3%	-13%[46.1 µM]	4%	-3%[38.3 µM]	-3%	?	-1%
The list goes on.
SMILES	GoLoco inh red	Epigenetic derep	NPSR antag	SMN2 splice enh	IMPase Li inh	KinaseGlo FLuc	KDM4E inh	RECQ1 helicase
CCOC(=O)N1CCN(C(=O)Nc2ccc(Cl)cc2)CC1	4%	0.0%	-10%[46.1 µM]	2%	-8%[38.3 µM]	-2%	0%	-14%
COC(=O)/C=C1\S/C(=N/N=C/c2ccccc2)NC1=O	-5%	0.0%	-38%	6%	2%	2%	0%	-1%
O=C(CN1CCN(S(=O)(=O)c2ccc(Cl)s2)CC1)NCc1ccc(Cl)cc1	3%	-7.3%	-18%[46.1 µM]	-15%	6%[38.3 µM]	6%	10%	-5%
CCOc1cc(-c2c(C#N)c(N)nc3c2CCCC3C)ccc1O (stereo unspecified)	2%	-1.0%	-13%[46.1 µM]	10%	26%[38.3 µM]	0%	-25%	-6%
O=C(c1ccc(Cl)cc1)c1coc2ccc(O)cc12	12%	-0.1%	-5%[46.1 µM]	-14%	-2%[38.3 µM]	-6%	1%	-3%
CCOc1ncccc1C(=O)OCc1cn2cc(Cl)ccc2n1	5%	-2.3%	-5%[46.1 µM]	0%	4%[38.3 µM]	0%	-4%	11%
O=c1c2c(ncn2C2CCCC2)n(Cc2ccccc2)c(=O)n1CCOc1ccccc1	5%	0.0%	?	-28%	24%	-2%	4%	-5%
Cc1cccc2cc(CN(Cc3ccccc3)C(=O)N(C)C)c(=O)[nH]c12	5%	0.0%	-16%[46.1 µM]	29%	24%[38.3 µM]	-1%	4%	12%
O=C(CSc1nnc2ccccn12)N1CCc2ccccc21	7%	-2.1%	2%	13µM*	10%	0%	-3%	-8%
COc1cc(N2CCCC2)c(OC)cc1/C=C1/NC(=S)NC1=O	108%[activator]	16µM*	-25%	4%	11%	2%	-5%	-7%
NC(=O)Nc1ccc(Cl)cc1	4%	-1.8%	3%	.	.	.	-11%	i
O=C(O)CCC(=O)OC[C@@H](NC(=O)C(Cl)Cl)C(O)c1ccc([N+](=O)[O-])cc1 (stereo partly specified)	1%	3.5%	.	-23%	7%	-2%	10%	15%
COCCn1c(SCC(=O)Nc2ccccc2OC)nc2c(oc3ccccc32)c1=O	-2%	-4.9%	-47%	-20%	19%	2%	-19%	i
CCCCCc1cc(=O)[nH]c(=S)[nH]1	-13%	-0.1%	15%	.	.	.	2%	7%
N#Cc1c(NC(=O)c2cccnc2)sc2c1CCC2	11%	0.8%	-4%[46.1 µM]	3%	35%[activator][38.3 µM]	-6%	-4%	i
COCc1cc(=O)[nH]c(-c2ccccc2)n1	-4%	1.1%	7%	7%	0%	1%	16%	i
COc1ccccc1-n1cnnc1SCC(=O)NC1CCS(=O)(=O)C1 (stereo unspecified)	2%	0.0%	8%	15%	-11%	2%	2%	0%
c1ccc(-c2nc(N3CCCCC3)nc3ccccc23)cc1	3%	0.0%	-22%[46.1 µM]	.	-2%	6%	7%	7%
O=C(CCCSc1nnnn1-c1ccccc1)c1ccc(F)cc1	-7%	-1.5%	-15%[46.1 µM]	-22%	18%[38.3 µM]	-1%	6%	-1%
COc1ccccc1CN1CCNC(=O)C1CC(=O)NCCOc1cccnc1 (stereo unspecified)	-19%	?	-9%	.	6%	3%	-4%	-10%
COc1ccc(Oc2cc(C(F)(F)F)nc(N(C)C)n2)cc1	7%	4.8%	-36%	-2%	15%	0%	?	18%
Cc1ccc(CC(CC(=O)O)C(=O)NCC23CC4CC(CC(C4)C2)C3)cc1 (stereo unspecified)	0%	1.5%	-7%	13%	-6%	0%	2%	-13%
CCc1cccc(CC)c1NC(=S)NCc1ccc2c(c1)OCO2	5%	-0.4%	-18%	-13%	9%	0%	3%	-1%
COc1cc(CC(=O)Nc2ccc(S(=O)(=O)NC3=NCCCCC3)cc2)cc(OC)c1OC	-10%	-0.3%	6%	2%	-1%	9%	3%	-6%
COc1ccccc1/C=C1\SC(=S)N(CCC(=O)NC2=NCCS2)C1=O	9%	0.0%	-8%	-15%	3%	2%	1%	-4%
Other entries follow:
SMILES	GoLoco inh red	Epigenetic derep	NPSR antag	SMN2 splice enh	IMPase Li inh	KinaseGlo FLuc	KDM4E inh	RECQ1 helicase
COc1ccc(C(=O)NCC(C)C)c(OC)c1	1%	-0.8%	-16%[46.1 µM]	-3%	1%	3%	-1%	1%
CCCC(=O)N=C1SC2CS(=O)(=O)CC2N1c1ccc(-c2nc3ccc(C)cc3s2)cc1 (stereo unspecified)	.	-0.9%	-4%[46.1 µM]	.	.	.	1%	-5%
O=[N+]([O-])c1cccc(/C=N/NC2=NS(=O)(=O)c3ccccc32)c1	4%	-3.9%	25%	13%	1%	-1%	-7%	-2%
O=C1c2oc3ccccc3c(=O)c2C(c2cccc(O)c2)N1c1ccccn1 (stereo unspecified)	1%	1.6%	-23%[46.1 µM]	-7%	-9%[38.3 µM]	-1%	0%	-6%
Cc1cc(C)n2nc(C(=O)Nc3ccc(S(=O)(=O)N4CCCC4)cc3)nc2n1	7%	0.2%	4%	.	.	.	-7%	-4%
COCCCn1c(SCC(N)=O)nnc1-c1ccccc1	-3%	-0.9%	1%[46.1 µM]	-10%	3%[38.3 µM]	-3%	-4%	-12%
Cc1c(NC(=O)CSc2nccn2C)c(=O)n(-c2ccccc2)n1C	-11%	1.9%	-7%[46.1 µM]	12%	24%[38.3 µM]	-1%	3%	-10%
COc1cccc(/C=N\NC(=O)C2C(=O)NCC2c2ccccc2)c1O (stereo unspecified)	8%	0.8%	-2%[46.1 µM]	-9%	-8%[38.3 µM]	-2%	28µM*	-5%
Cn1c(=O)c2c(nc(N3CCOCC3)n2CCSc2ncccn2)n(C)c1=O	7%	-1.7%	-9%[46.1 µM]	4%	17%[38.3 µM]	0%	5%	-7%
Cc1ccccc1C(=O)NC(=S)Nc1ccc(S(=O)(=O)N2CCN(C)CC2)cc1	-18%	0.9%	-2%[46.1 µM]	15%	22%[38.3 µM]	-4%	2%	14%
COc1ccc(C[C@H]2CN3C(=NC[C@H]3Cc3ccccc3)N2CCNC(=O)c2ccc(C)c(Br)c2)cc1	10%	7.0%	?	.	.	.	0%	i
COc1ccc(CC(=O)NC2=NCCS2)cc1	-4%	3.0%	-5%[46.1 µM]	-14%	34%[38.3 µM]	16%	-1%	-5%
